14-3-3 PPI: 14-3-3 gamma protein interaction modulation; P61981; FP, 14-3-3gamma / TMR-pS259-Raf peptide binding; inhibition, % at 40 µM; hit rate 0.19% among 160,000; AID 422; in the data active = inhibition above about 30%;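 note: 0% = protein plus tracer without compound and 100% = blank with tracer alone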
Target sequence (P61981 whole entry, looked up): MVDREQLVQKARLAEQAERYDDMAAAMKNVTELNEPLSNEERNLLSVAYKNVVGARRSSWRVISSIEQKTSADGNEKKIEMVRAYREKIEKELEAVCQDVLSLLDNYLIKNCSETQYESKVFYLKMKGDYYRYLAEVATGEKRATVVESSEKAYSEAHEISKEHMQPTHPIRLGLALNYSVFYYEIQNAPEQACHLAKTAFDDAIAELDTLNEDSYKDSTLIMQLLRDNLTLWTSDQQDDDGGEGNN
Numbers without * were called inactive; & = joins results of further samples. Not all compounds are listed; the hit share may differ from the screen's.

14-3-3 PPI	compound
-2	Cc1ccc(C(=O)c2ccc(Br)cc2)cc1S(N)(=O)=O
7	Cc1nc2ccc(C(=O)NCCN(C)C)cc2nc1C
-14	COc1ccc(C(=O)CSC2=C(C#N)C3(CCCCC3)C(C#N)=C(N)N2)cc1
0	COc1ccc(OC)c(S(=O)(=O)N(C)CC(=O)N2CCN(c3ccccc3F)CC2)c1
-10	Cc1cc(S(=O)(=O)Nc2cc(Br)c3oc4c(c3c2)C(=O)CCC4)ccc1Cl
2	CCC(C)NC(=O)C1CCN(S(=O)(=O)N2CCCC2)CC1 (stereo unspecified)
-5	CCn1c(SCC(=O)c2cc(OC)ccc2OC)nc2c1c(=O)n(C)c(=O)n2C
0	CCOC(=O)c1cc2c(=O)n3ccccc3nc2n(CC(C)C)c1=NC(=O)c1cccc(C)c1
-5	O=C(NC1CCCCCCC1)C1CCCN(c2nc3ccccc3o2)C1 (stereo unspecified)
3	CCN(c1ccccc1)S(=O)(=O)c1ccc(OCc2c(C)noc2C)cc1
5	COc1ccc(CSCCN)cc1Cl
-4	N#CCSCC(=O)Nc1ccccc1
5	CCC(Oc1ccc2c(c1)C(=O)CC(C)(C)O2)C(=O)NCc1ccccc1 (stereo unspecified)
-33	CCOC(=O)c1c(C)nc(SC)nc1-c1ccccc1
0	CCOC(=O)c1c(CC(C)C)csc1NC=O
-9&3	CSCCC(NC(=O)c1cc(C(C)(C)C)oc1C)C(=O)O (stereo unspecified)
6	CCSCCOC(=O)C1=C(C)NC2=C(C(=O)CC(C)(C)C2)C1c1ccccc1F (stereo unspecified)
-4	COc1cc(C2C(C(C)=O)=C(C)Nc3ncnn32)ccc1OCc1ccccc1C (stereo unspecified)
8	CCOc1ccc(NC2OC(CO)C(O)C(O)C2O)c([N+](=O)[O-])c1 (stereo unspecified)
-3	O=C(O)c1ccc(CS(=O)(=O)Cc2ccccc2F)o1
-6	CN(Cc1ccccc1)Cc1nc2c(c(=O)n(C)c(=O)n2C)n1Cc1ccc(Cl)cc1
-13	CCOC(=O)c1cc2c(=O)n3ccccc3nc2n(C)c1=NC(=O)c1cccs1
-18	O=C(Cn1c2ccccc2c(=O)c2ccccc21)N1CCN(c2ccccc2Cl)CC1
-12&-12	COc1ccc(OC)c(NC(=O)c2cc3n(n2)C(C(F)(F)F)CC(c2ccc4c(c2)OCO4)N3)c1 (stereo unspecified)
8	CC(c1ccccc1)C1Nc2ccccc2C(=O)N1CCc1ccccc1 (stereo unspecified)
-4	O=C(Nc1ccc(N2CCOCC2)cc1)C1CCCN(S(=O)(=O)c2ccccc2)C1 (stereo unspecified)
1	O=C(Nc1ccc2c(c1)OCO2)c1ccc([N+](=O)[O-])cc1
1	Cc1ccc2c(N)c(C#N)sc2n1
4	CC1CCCCN1c1nc(-c2ccccc2)nc2ccccc12 (stereo unspecified)
-3&0	CC(=O)N(C)c1ccc(NC(=O)c2cnn(C)c2)cc1
0	O=C(NC1CCCCCC1)C1CCN(S(=O)(=O)c2cnc[nH]2)CC1
0	COc1nc(N=C(N)N)nc2c(C)cccc12
-12	CC(OC(=O)c1ccco1)C(=O)NC1CCCCC1 (stereo unspecified)
7	COCCCN1C(=O)CC(C(=O)OC)=C1C
-10	COn1c(C)c(C(C)=O)c2c3nonc3ccc21
-3	COc1cccc(C2C(N3C(=O)c4ccccc4C3=O)C(=O)N2c2ccccc2OC)c1 (stereo unspecified)
-6	CC(C)(C)c1ccc(OCCSc2nc3ccccc3o2)cc1
-16	Cc1c(C(=O)N2CCCCCC2)sc2ncn(CC(=O)N3CCCC(C)C3)c(=O)c12 (stereo unspecified)
0	O=C(NC1CCCCC1)c1n[nH]c(=O)c2ccccc12
-10	CC(=O)CSc1ncnc2c1oc1ccccc12
-7	COC(=O)C1C(=O)C2=C(CC1C)NC(C)=C(C(=O)OC1CCCCCC1)C2c1ccc(OC)c(O)c1 (stereo unspecified)
2	CCOC(=O)C1CCN(C(=O)C2CCN(S(=O)(=O)N3CCCC3)CC2)CC1
2	CCCCn1c(COc2ccc(Cl)cc2)nc2ccccc21
-4	CCN(CC)c1nc2nonc2nc1N(CC)CC
-45	O=S(=O)(c1cccs1)N1CN(Cc2cccs2)c2nc3ccccc3nc21
-10	COc1ccc(OC)c(NC(=O)c2cc(S(=O)(=O)NCc3ccc(C)cc3)ccc2F)c1
-5	Cn1c(=O)c2c(SCc3cccnc3)nc(CC(C)(C)C)nc2n(C)c1=O
-1	COc1ccc(-n2c(=S)[nH]c3cc(C(=O)NCCc4ccccc4)ccc3c2=O)c(OC)c1
-5&-5	O=C(NCc1ccco1)c1ccc(Br)c(S(=O)(=O)N2CCCCC2)c1
-2	O=C(Nc1ccc(Cl)cn1)C(Sc1ccccc1)c1ccccc1 (stereo unspecified)
-20	CC(=O)CCc1c(C)c2cccc(C)c2[nH]c1=O
-3	Cc1c(O)c(CN(C)C)cc2c(=O)c(-c3ccon3)coc12
-4	COc1ccc(-c2ncnn2-c2sc3c(c2C#N)CCCCCC3)cc1
-14	Cc1cc(C)cc(NC(=O)CN(C)S(=O)(=O)c2cnc[nH]2)c1
-7	C=C(C)c1cccc(C(C)(C)NC(=O)N2CCN(C)CC2)c1
-4	O=S(=O)(NCCOCCNS(=O)(=O)c1ccccc1)c1ccccc1
6	Cc1cc(C(=O)Oc2ccc3ccccc3c2)ccc1[N+](=O)[O-]
3	CC(=O)N1c2ccccc2NC2=C(C(=O)CC(c3ccc(C(C)(C)C)cc3)C2)C1c1ccncc1 (stereo unspecified)
-3	Cc1ccc(NC(=O)c2ccc(-c3cccc(Cl)c3C)o2)cc1
-14	O=C(O)c1ccc(N(Cc2ccccc2)S(=O)(=O)c2ccccc2)cc1

(more compounds)
14-3-3 PPI	compound
-6	C=CCn1c(SCC(=O)N2CCC(C)CC2)nc2sc3c(c2c1=O)CCCC3
-27	CCOc1cccc(-c2cc(C(=O)Nc3ccccn3)c3ccccc3n2)c1
1	COc1ccc(Br)cc1C1C(C(=O)OCc2ccccc2)=C(C)N=C2SCCC(=O)N21 (stereo unspecified)
-7	Cn1c(=O)[nH]c(=O)c2c1nc(N1CCCC1)n2CC(=O)O
0	CCOc1ccc2nc(NC(=O)C(NS(=O)(=O)c3cccs3)C(C)C)sc2c1 (stereo unspecified)
-8	O=C(Nc1ccc(Cl)cc1C(=O)Nc1ccc(Br)cn1)c1ccco1
1	Cc1ccccc1NC(=O)C(C#N)Cc1cccnc1 (stereo unspecified)
-2	Cc1cc(C)n2cc(CSc3nnc(N)s3)nc2n1
1	C=CC[n+]1c(-c2ccccc2)csc1Nc1cccc(Br)c1
-5	CCCCNC(=O)c1cnn2c(C(F)(F)F)cc(-c3ccc(Br)cc3)nc12
2	CCC(=O)Oc1ccc(NC2=NS(=O)(=O)c3ccccc32)cc1
-20	c1cc(-c2nc3c4c5c(sc4ncn3n2)CCCCC5)ccn1
-4	Cc1ccc(C2CC(=O)Nc3cc4c(cc32)OCO4)cc1[N+](=O)[O-] (stereo unspecified)
-1	CSCCC(=O)Nc1ccc(C(C)=O)cc1
-3	COC(=O)C1C(=O)C2=C(CC1C)NC(C)=C(C(=O)OC1CCCC1)C2c1cc(OC)c(O)c(OC)c1 (stereo unspecified)
13	COc1ccc(S(=O)(=O)N2CCC(N3CCCCC3)CC2)cc1
0	O=C(C1CC1)N1CCC(c2nc(-c3ccc(S(=O)(=O)NCC4CCCO4)cc3)no2)CC1 (stereo unspecified)
-7	CCCCNC(=O)CCn1c(=O)c2ccccc2n(Cc2ccc([N+](=O)[O-])cc2)c1=O
-2	CC(=O)Nc1ccc(N2C(=O)CSC2c2ccccc2[N+](=O)[O-])cc1 (stereo unspecified)
-4	CC1CCN(CC(=O)NCc2ccccc2)CC1
-99	COc1ccc(CCNC(=O)c2ccc3c(c2)ncn3-c2ccc(C(C)C)cc2)cc1OC
6	Cc1ccc(CCN2C(=O)c3ccccc3C2C(=O)NC2CCCC(C)C2C)cc1 (stereo unspecified)
-4	CCCCCNC(=O)c1ccc2c(=O)[nH]c3c(C(=O)NCC4CCCO4)sc(=S)n3c2c1 (stereo unspecified)
-1	COCc1cc(CN2CCCC2)c(O)c2ncccc12
-3	Cc1n[nH]c(C)c1S(=O)(=O)N1CCCC(C)C1 (stereo unspecified)
-6	Cc1ccc(NC(=O)c2c(NC(=O)c3ccc(C)cc3)sc(C)c2C)cc1
5	Cc1cccc(N2C(=O)CC(Sc3nccc(C)n3)C2=O)c1 (stereo unspecified)
-9	Cc1cc(C)n(C(=O)c2cccc(S(=O)(=O)N3CCOCC3)c2)n1
2	CC(C)C(Nc1ncnc2sc3c(c12)CCC3)C(=O)O (stereo unspecified)
-9	Cc1cc(C)n(C(=O)CNC(=O)c2ccc(F)cc2)n1
-6	COc1ccc(C)cc1NC(=O)CCNC(=O)Cn1cnc2ccccc2c1=O
-3	COc1ccc(S(=O)(=O)N(CC(=O)Nc2ccc(C)c(Cl)c2)Cc2ccccc2)cc1
2	Nc1cc(Br)c2c(c1)OCCO2
-2	O=C1C(=O)N2CCCc3cccc1c32
-9	Nn1c(SCC(=O)N2CCCc3ccccc32)nnc1-c1ccc(Cl)cc1
0	NC(=O)C(Cc1ccccc1)NS(=O)(=O)c1ccc(N2CCCC2=O)cc1 (stereo unspecified)
-3	C=CCn1c(SCC(=O)N2CCN(c3ccc(F)cc3)CC2)nnc1-c1cccs1
-8	COCCNC(=O)c1cnn2c1NC(c1ccc(OC)c(OC)c1)CC2C(F)(F)F (stereo unspecified)
-1	CC(=O)N1c2ccccc2N=C(c2ccc(C)cc2)CC1c1ccccc1 (stereo unspecified)
-26	O=S(=O)(Nc1cccc(O)c1)c1ccc2oc3ccc(S(=O)(=O)Nc4cccc(O)c4)cc3c2c1
-9	CC(=O)N1CCc2cc(Br)cc(S(=O)(=O)Nc3ccc(C)cc3)c21
4	C=CCC(NCc1ccco1)c1ccc(OC)cc1OC (stereo unspecified)
-5	Cc1ccc(Oc2ccc(NC(=O)C3CCCCC3C(=O)O)cc2)cc1 (stereo unspecified)
2	COc1ccc(C2CC(=O)C3=C(C2)Nc2ncnn2C3c2ccccc2C)cc1 (stereo unspecified)
-7	CCN(CC)CCCN(Cc1cc2cc3c(cc2[nH]c1=O)OCCO3)C(=O)Nc1ccc(F)cc1
-4	CCOC(=O)n1ccc(C(=O)Nc2ccccc2F)n1
0	COc1ccc(-c2cc(C(F)(F)F)n3nc(C(=O)Nc4ccc5c(c4)OCO5)c(Cl)c3n2)cc1
-4	CC1CCCC(NC(=O)CCCn2c(=O)[nH]c3ccsc3c2=O)C1C (stereo unspecified)
-12	O=C(Nc1ccc(-c2cc3ccccc3oc2=O)cc1)c1ccc(Cl)c([N+](=O)[O-])c1
-6	CCC(NS(=O)(=O)c1ccc(Oc2ccc([N+](=O)[O-])cc2)cc1)C12CC3CC(CC(C3)C1)C2 (stereo unspecified)
-1	CCOC(=O)c1c(NC(C)=O)sc(C(=O)Nc2ccc(C)c(Cl)c2)c1C
2	COc1cccc(N2C(=S)NC3c4cc(C)ccc4OC2(C)C3C(=O)N(C)C)c1 (stereo unspecified)
-20	O=C(O)c1ccc(N=Cc2c(O)ccc3oc4c(c23)CCCC4)cc1
-1	Cc1noc(C)c1S(=O)(=O)N1CCC(C(=O)Nc2ccc(Br)cc2)CC1
0	COc1ccc(OC)c(C2/C(=C(/O)c3cnn(-c4ccccc4)c3C)C(=O)C(=O)N2CCN(C)C)c1 (stereo unspecified)
-11	Cc1ccc(-c2nc(Nc3ccc(Cl)cc3)sc2CC(=O)O)cc1
-3	COc1ccc(N2C3=C(C(=O)CC(C)(C)C3)C(c3ccc4c(c3)OCO4)C3=C2CC(C)(C)CC3=O)cc1
-1	O=C(Nc1cccc(Br)c1)c1ccn(C(=O)Nc2ccc(Cl)cc2)n1
-30	Cc1ccc(C2C3CSCC=C3C(C#N)=C(N)C2(C#N)C#N)cc1 (stereo unspecified)
-2	CCOC(=O)C1=C(C)Nc2ncnn2C1c1cccs1 (stereo unspecified)

Other compounds:
14-3-3 PPI	compound
-9	O=[N+]([O-])c1ccc(C2Nc3ccccc3S(=O)(=O)N2Cc2ccccc2)cc1 (stereo unspecified)
8	Cc1ccc(-c2cc(C(=O)N3CCN(C(=O)c4ccco4)CC3)no2)cc1
0	Cc1nc(N2CCC(C)CC2)c2c(C)c(C(=O)Nc3cccc(C(F)(F)F)c3)sc2n1
2	CCn1c(SCC(=O)N2c3ccccc3Sc3ccccc32)nnc1-c1ccco1
-1	COc1cc(Cl)c(C)cc1N1C(=O)CN(Cc2ccccc2)C1=S

Source: PubChem (Emory University Molecular Libraries Screening Center)
